# NCI-60 one-dose screen, 48 h, at 10 µM unless noted. Numbers give growth in % (100 = growth as untreated, 0 = no growth, -100 = all killed).
# SW-620: SW-620 colon cancer. 82,000 tested, 5.2% active
# HCT-116: HCT-116 colon cancer; 82,000 tested, 7.3% active; AID 1794798
# HT29: HT29 colon cancer; 81,000 tested, 7.4% active
# UO-31: UO-31 renal cancer; 81,000 tested, 5.2% active; AID 1794768
# HCT-15: HCT-15 colon cancer. AID 1794746. 82,000 tested, 5.2% active
# HCC-2998: HCC-2998 colon cancer; AID 1794799; 79,000 tested, 4.7% active
# SN12C: SN12C renal cancer cells; AID 1794767; 81,000 tested, 3.8% active
# TK-10: TK-10 renal cancer cells; AID 1794769; 81,000 tested, 3.9% active
# 786-0: 786-0 renal cancer cells | 81,000 tested, 5.1% active
# The depositor's hits bear a star; . = not tested or not shown; & = joins results of further samples; [ ] = dose if it differs, or a comment. Rule for the calls: active = growth percent below 10; inactive = the rest. An excerpt; rates above refer to the full screens.
No.	Structure	SW-620	HT29	HCC-2998	786-0	TK-10	SN12C	UO-31	HCT-116	HCT-15
1	COc1ccc(-n2c(Sc3sc(N)nc3C)nc3ccc(C)cc3c2=O)cc1	96	94	101	88	97	91	74	81	75
2	CC12CCC(=O)C=C1C(O)CC1C2CCC2(C)C(O)CCC12 (stereo unspecified)	109	108	101	115	104	105	87	99	106
3	c1ccc2c(c1)ccc1oc3ccc4ccccc4c3c12	97	106	114	107	125	105	75	104	80
4	ClCCN1c2ccccc2Sc2c1ccc1ccccc21	88	98	96	103	138	102	78	82	50
5	CCCCCCCCOP(=O)(N1CC1C)N1CC1C (stereo unspecified)	108	100	102	104	102	105	93	104	103
6	Cc1ccc2oc(=O)c3c(c2c1)OC(N)=C(C(N)=O)C3c1ccc([N+](=O)[O-])cc1 (stereo unspecified)	95	113	107	102	108	101	80	104	103
7	Brc1ccc(Oc2ccc(Br)cc2Br)c(Br)c1	94	87	119	98	129	99	76	76	107
8	O=C1NC(=S)NC(=O)C1=C/C=C/c1ccccc1	101	114	104	106	119	98	96	102	97
9	CC(=O)Nc1ccc(C=C2C(=O)NC(=O)NC2=O)cc1	.	109	104	96	107	103	84	101	103
10	C=C1C(=O)O[C@H]2[C@H]1CC/C(COC(=O)C(=O)c1cn(Cc3ccccc3)c3ccccc13)=C\CC[C@@]1(C)O[C@@H]21	-85*	-40*	-85*	-75*	-62*	-70*	-91*	-82*	-46*
11	c1ccc2c(c1)oc1ccccc12	106	101	106	108	94	100	91	95	108
12	COP(=O)(CC(F)(F)C(F)(F)F)OC	-16*	-35*	91	-3.0*	-41*	76	-82*	-61*	-15*
13	CC(O)C1CCC2C3CCC4=CC(=O)CCC4(C)C3CCC12C (stereo unspecified)	115	95	92	84	103	91	84	68	99
14	CC(Cc1ccc(O)cc1)NCC(O)c1cc(O)cc(O)c1 (stereo unspecified)	98	107	106	107	117	82	91	107	105
15	O=C(NCCCOc1ccc([N+](=O)[O-])cc1Cl)Nc1ccc(S(=O)(=O)F)cc1	101	92	108	69	85	90	78	88	86
16	CC(=O)N(O)c1ccc2c(c1)Cc1ccccc1-2	77	80	70	37	73	77	44	84	104
17	Cc1nnc(N/N=C/c2ccc(N(CCCl)CCCl)cc2)n1N	89	96	95	.	116	77	99	89	96
18	CC1=C[C@H]2O[C@@H]3C[C@H]4OC(=O)/C=C\C=C\[C@H]([C@@H](C)O)OCC/C(C)=C/C(=O)OC[C@@]2(CC1)[C@]4(C)[C@]31CO1	0.1*	-28*	-56*	-44*	-24*	-16*	-29*	-29*	-19*
19	O=C1c2ccccc2C(=O)C1C(=O)C(c1ccccc1)c1ccccc1	90	105	102	108	98	97	86	102	97
20	CCOC(=O)NC(O)C(Cl)(Cl)Cl (stereo unspecified)	100	99	98	92	107	101	70	91	102
21	CNC(=O)Oc1cccc(CN(C)C)c1	107	98	106	96	110	100	87	102	.
22	CC1=C(N2CC2)C(=O)c2ccccc2C1=O	87	97	104	104	110	99	86	84	96
23	CN1C(=O)NC(=O)C(N=Nc2ccc(Cl)cc2)C1=O (stereo unspecified)	106	99	91	78	101	103	104	93	88
24	CNP(=O)(NC)NC	106	82	94	97	88	.	97	106	109
25	NNc1nc2nc(N)nc(N)n2n1	111	107	112	103	105	96	102	112	105
26	Cn1c(-c2ccccc2)c(C(C[N+](=O)[O-])c2ccccc2)c2ccccc21 (stereo unspecified)	89[7 µM]	81[7 µM]	93[7 µM]	93[7 µM]	101[7 µM]	91[7 µM]	79[7 µM]	71[7 µM]	84[7 µM]
27	O=NN(c1ccccc1)c1ccccc1	102	119	101	105	103	98	96	95	103
28	Nc1ccc(Cl)c(Cl)c1	96	99	.	102	.	95	79	86	90
29	NC1CCCCC1	103&102	110&107	112&113	101&99	107&116	92&106	113&103	102&105	103&95
30	CCC(=O)c1ccc(N)cc1	102	110	96	116	114	101	91	108	108
31	ClP(Cl)(c1ccccc1)(c1ccccc1)c1ccccc1	107	104	106	111	117	105	71	102	108
32	Nc1ccc(S(=O)(=O)F)cc1	105	103	103	95	93	105	86	100	107
33	S=C(SSC(=S)N(Cc1ccccc1)Cc1ccccc1)N(Cc1ccccc1)Cc1ccccc1	51	69	84	76	92	72	62	46	44
34	NC(Cc1cnc[nH]1)C(=O)NC(Cc1cnc[nH]1)C(=O)O (stereo unspecified)	107	109	103	108	117	90	91	96	106
35	Cc1cc(N(CCCl)CCCl)ccc1C=Nc1ccc2ccccc2c1	85	92	95	75	73	50	51	80	80
36	CN(CCC#N)C1=Nc2ccc(Cl)cc2C(c2ccccc2)=[N+]([O-])C1	95	80	102	99	103	98	85	83	97
37	CCCCOP(=S)(N1CC1)N1CC1	107	105	126	103	121	105	100	103	97
38	Cc1ccc(S(=O)(=O)n2cc(C=C3C(=O)NC(=O)NC3=O)c3ccccc32)cc1	101	103	98	100	.	91	68	97	95
39	Nc1cc2ccccc2cc1O	99	113	108	107	122	96	75	92	102
40	O=S(=O)(O)CCBr	103	113	99	96	105	95	92	103	96
41	CN(C)CCCN1CC2CCCCC2C1 (stereo unspecified)	103	96	101	102	92	103	88	111	107
42	COc1cc(C=Nc2cccc(C(=O)O)c2)ccc1N(CCCl)CCCl	90	98	74	105	125	98	85	104	98
43	[O-][n+]1ccccc1S	42	4.7*	77	46	37	59	62	-9.4*	33
44	Fc1ccc(C2=NN(c3cc(Cl)cc(Cl)c3)C(c3sc(N(CCCl)CCCl)nc3Cl)C2)cc1 (stereo unspecified)	96	73	110	90	110	95	79	70	101
45	C[C@H]1[C@H](OC(=O)CCC(=O)N(CCCc2cn(-c3cc4ccc(O)cc4oc3=O)nn2)CCNc2ccnc3cc(Cl)ccc23)O[C@@H]2OC3(C)CC[C@H]4[C@H](C)CC[C@@H]1[C@@]24OO3	43	42	75	68	69	61	42	30	20

# Compounds shown so far that contain an aryl methoxy group (two):
No.	Structure	SW-620	HT29	HCC-2998	786-0	TK-10	SN12C	UO-31	HCT-116	HCT-15
1	COc1ccc(-n2c(Sc3sc(N)nc3C)nc3ccc(C)cc3c2=O)cc1	96	94	101	88	97	91	74	81	75
42	COc1cc(C=Nc2cccc(C(=O)O)c2)ccc1N(CCCl)CCCl	90	98	74	105	125	98	85	104	98

# Additional results:
No.	Structure	SW-620	HT29	HCC-2998	786-0	TK-10	SN12C	UO-31	HCT-116	HCT-15
46	ClCCN(CCCl)c1nc(Cl)c(C2CC(c3ccccc3)=NN2c2ccccc2)s1 (stereo unspecified)	86	82	110	92	108	90	72	78	101
47	C[C@]12CC[C@@H]3c4ccc(Oc5nc(N6CC6)nc(N6CC6)n5)cc4CC[C@H]3[C@@H]1CCC2=O	25	19	37	32	60	21	29	27	37
48	Oc1ccccc1OB(Oc1ccccc1O)N(CCCl)CCCl	83	86	98	92	99	78	52	87	76
49	Cc1cnc(/C=C/C(=O)O)cc1-c1cc2c(cc1C)C(C)(C)CCC2(C)C	87	68	85	77	113	90	68	57	54
50	C[C@@H]1O[C@@H](O[C@H]2C[C@@H](O)[C@]3(CO)C4C(CC[C@]3(O)C2)[C@@]2(O)CC[C@H](C3=CC(=O)OC3)[C@@]2(C)C[C@H]4O)[C@H](O)[C@H](O)[C@H]1O (stereo partly specified)	-77*	-85*	-89*	-95*	-65*	-23*	-87*	-95*	-75*
51	CC1=C2[C@@H](CC1)[C@]1(C)O[C@@](C(C)C)(C[C@H]1O)[C@H]2OC(=O)C1CC1c1ccccc1 (stereo partly specified)	101	103	115	98	104	92	75	91	90
52	NC(N)=NCCCOc1ccccc1	99&101	108&96	80&87	96&96	110&107	102&103	70&80	98&100	106&112
53	CCN=C=S	104	103	113	104	105	98	88	92	95
54	CC[C@H](C)[C@H](NC(=O)C12C3C4C1C1C2C3C41NC)C(=O)N(C)[C@H](C[C@@H](OC(C)=O)c1nc(C(=O)N[C@@H](Cc2ccccc2)C[C@H](C)C(=O)OC)cs1)C(C)C (stereo partly specified)	22	2.6*	16	19	42	36	51	4.0*	18
55	C/C(CCl)=N\NC1=NC(C)(CCl)P(=O)(NNc2ncccn2)S1 (stereo unspecified)	102	107	103	112	118	103	77	98	103
56	S=c1nc2[se]c3c(c2c(Nc2ccccc2)[nH]1)CCCCC3	100	100	112	108	124	112	92	94	103
57	N#Cc1ccc(Cn2cc(/C=C3/C(=O)C4CCN3CC4)c3cccnc32)cc1	98	96	101	104	99	95	77	83	101
58	O=C(N/N=C/c1ccc(N(CCCl)CCCl)cc1)c1cc(=O)[nH]c(=O)[nH]1	108	101	104	83	109	.	72	91	98
59	COC(=O)C1(NC(C)=O)CC2CCCN2C12C(=O)Nc1ccccc12 (stereo unspecified)	113	102	104	94	106	100	93	90	98
60	C#Cc1ccc2c(c1)C(c1ccccc1)=NCC(=O)N2C	31	13	70	59	66	.	68	19	26
61	Nc1nnc(Sc2nc3ccc(Cl)cc3c(=O)n2-c2ccc(Cl)cc2)s1	100	104	121	85	124	106	75	95	87
62	C[C@]12C=CC(=O)C=C1CC[C@@H]1[C@@H]2C(=O)C[C@@]2(C)[C@H]1CC[C@]2(O)C(=O)COC(=O)N(CCCl)CCCl	113	98	120	104	109	100	96	108	101
63	COc1ccccc1N1CCN(CCc2c[nH]c3cc4c(cc23)OCO4)CC1	89	44	93	79	90	68	33	43	68
64	C[C@]12C[C@H](O)[C@H]3[C@@H](CCC4=CC(=O)CC[C@@]43C)[C@@H]1CC[C@@H]2O	107	.	95	107	.	101	78	101	100
65	Cn1c(O)c(/C=C2\C=Nc3ccccc32)c(=O)n(C)c1=O	90	98	103	101	139	98	67	95	103
66	COc1ccc(NP2(=O)NCCCN2)cc1	114	113	104	107	127	106	105	113	103
67	C[N+]12CN3CN(CN(C3)C1)C2	97	99	99	104	128	112	95	93	110
68	O=C1C(Cl)=C(Cl)C1(Cl)Cl	109	113	110	109	102	103	92	119	98
69	COc1cc(-c2ccc(N)c(OC)c2)ccc1N	100	97	124	106	107	104	94	112	110
70	Oc1ccccc1C=NCCN=Cc1ccccc1O	100	108	105	106	104	102	92	94	104
71	CN(C1CCCC1)C1CCCC1	102	107	104	102	108	97	95	105	103
72	O=C1C(Cc2ccccc2)C(=O)N(Cc2ccccc2)C(=O)N1Cc1ccccc1	102	117	113	94	113	101	81	97	92
73	COC(=O)[C@H](C[C@H](Cc1ccccc1)NC(=O)c1csc([C@@H](C[C@H](C(C)C)N(C)C(=O)[C@@H](NC(=O)[C@H]2CCCCN2C)C(C)C)OC(C)=O)n1)NC(=O)OCc1ccccc1	25[8.5 µM]	-2.9*[8.5 µM]	20[8.5 µM]	15[8.5 µM]	44[8.5 µM]	9.4*[8.5 µM]	32[8.5 µM]	-4.3*[8.5 µM]	14[8.5 µM]
74	C[C@@H]1C[C@H]2C(=O)O[C@@H](C)C(NC(=O)[C@H](Cc3cc(F)cc(F)c3)NC(=O)Nc3ccc(OS(=O)(=O)F)cc3)C(=O)N3CCC[C@H]3C(=O)N3CCO[C@H](C)[C@H]3C(=O)N[C@@H](CO)C(=O)N2C1 (stereo partly specified)	39	35	24	43	72	21	89	9.9*	83
75	C=C(C)C1(CCCC)C(=O)NC(=S)NC1=O	102&104	100&101	101&90	102&113	100&102	104&92	86&88	96&110	104&102

# Entries of single compounds, quoted from the list. Values in the order: SW-620	HT29	HCC-2998	786-0	TK-10	SN12C	UO-31	HCT-116	HCT-15
# Shown for CC(=O)N(O)c1ccc2c(c1)Cc1ccccc1-2 : 77	80	70	37	73	77	44	84	104
# Shown for c1ccc2c(c1)oc1ccccc12 : 106	101	106	108	94	100	91	95	108
# Shown for NC1CCCCC1 : 103&102	110&107	112&113	101&99	107&116	92&106	113&103	102&105	103&95
# Shown for CC[C@H](C)[C@H](NC(=O)C12C3C4C1C1C2C3C41NC)C(=O)N(C)[C@H](C[C@@H](OC(C)=O)c1nc(C(=O)N[C@@H](Cc2ccccc2)C[C@H](C)C(=O)OC)cs1)C(C)C (stereo partly specified) : 22	2.6*	16	19	42	36	51	4.0*	18
# Shown for CN(C1CCCC1)C1CCCC1 : 102	107	104	102	108	97	95	105	103

# Remaining list, next part.
No.	Structure	SW-620	HT29	HCC-2998	786-0	TK-10	SN12C	UO-31	HCT-116	HCT-15
76	CCC1C(=O)N(C)C(=O)N(C)C1=O	109	89	87	104	113	91	102	104	97
77	Oc1c(O)c(Cl)c(Cl)c(Cl)c1Cl	28	63	73	57	73	32	3.7*	16	26
78	O=C(O)C1CC2(Cl)C(Cl)=C(Cl)C1(Cl)C2(Cl)Cl (stereo unspecified)	107	107	95	101	107	103	94	109	105
79	Clc1c2ccccc2c(Cl)c2ccccc12	104	103	108	107	110	101	96	108	112
80	CC(=O)Nc1cccc([As](=O)(c2cccc(NC(C)=O)c2)c2cccc(NC(C)=O)c2)c1	99	102	39	93	101	101	83	85	99
81	CC(=C\C(=O)Oc1ccc2c3c1OC1C(O)CCC4(O)C(C2)N(CC2CCC2)CCC314)/C=C1\CCCc2ccccc21 (stereo unspecified)	28	8.3*	31	45	65	61	34	29	7.2*
82	COc1ccc2c3c([nH]c2c1)C(C)=NCC3	85	100	104	94	102	101	98	88	103
83	COc1cc(NC(C)CCCNC2CN3CCC2CC3)c2ncccc2c1 (stereo unspecified)	73	27	75	62	80	86	38	66	66
84	CCC1(CC)C(=O)C=CNC1=O	106&112	102&98&76	99&114&117	95&99&97	103&123&108	105&108&116	83&87&88	103&105&110	105&105&104
85	O=C1NC(=S)NC(=O)C1=Cc1cccc([N+](=O)[O-])c1	107	109	100	113	120	106	94	112	95
86	CN(C)CCc1ccccn1	103	105	104	100	95	103	94	109	104
87	CC1=C(CCC=O)C2=C(C)C3(CC3)[C@@](C)(O)C(=O)C2=C1	-75*	-56*	-92*	-49*	-92*	-82*	-100*	-64*	-71*
88	CNC(=O)Oc1cc(C(C)C)ccc1Sc1ccc(C(C)C)cc1OC(=O)NC	44	98	104	105	85	85	66	66	29
89	CC1CNCCN1c1ccc(Cl)cc1 (stereo unspecified)	102	104	105	104	103	106	86	106	108
